MsrA inhibitor – bovine MsrA inhibition; inhibition, % at 15.5 µM; 360,000 compounds, 0.75% hits; AID 651718; purified bovine MsrA, absorbance read-out; in the data active = inhibition above about 4.5%;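 note: 0% = vehicle wells with enzyme and 100% = reference inhibitor wells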
CSN deneddyl inh – blocks human CSN-mediated cullin deneddylation; Q92905; Purified CSN, SCF-Nedd8-OG deneddylation, fluorescence polarization; inhibition, % at 12.5 µM; 360,000 compounds, 0.38% hits; AID 651999;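 active = pattern-corrected inhibition above about 35%, with an unprinted fluorescence ratio check between 0.5 and 1.5, limit read from the data, passing the limit was not always enough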;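 note: 0% = enzyme with substrate and 100% = substrate without enzyme; some results filed as inactive read as strong as hits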
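Material: human Csn5 produced in HEK293T cells; Input: enzyme 0.24 nM; Reagent: SCFSkp2-Nedd8OG substrate at 10 nM final; Dosing: 12.5 µM compound; Incubation: 90 min reaction at room temperature; Detection: fluorescence polarization of the substrate; Evaluation: % inhibition of substrate cleavage by Csn5; Control set: substrate-only high control, full reaction low control.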
FAS-TE inh – inhibitors of human fatty acid synthase thioesterase domain | 360,000 compounds, 0.67% hits | AID 602261 | P49327 | inhibition, % at 15 µM | recombinant FAS-TE, OMFH fluorogenic substrate, fluorescence endpoint;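 active = compounds whose normalised, plate-corrected inhibition of enzyme fluorescence in the single-dose primary screen is 50% or more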;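 note: 0% = DMSO with enzyme and 100% = substrate without enzyme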
Rpn11 inh – Rpn11 (human) deubiquitinase inhibition; O00487; human 26S proteasome, Ub4-pepOG fluorescence polarization; 20S core pre-blocked with epoxomicin; calls only at 20 µM; 360,000 compounds, 0.59% hits; AID 588493;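 active = inhibition at 20 µM, scaled to each plate's controls, above about 33%, limit read from the data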
MT1-MMP act inh – MT1-MMP (human) activation inhibition | P50281 | AID 651647 | GFP/RFP ratio change, % at 20 µM | 360,000 compounds, 0.061% hits | HT1080 RFP-PRO-GFP cells, GFP/RFP ratio fluorescence, overnight; percent of plate control window, DMSO zero;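 active = GFP/RFP ratio change of at least 30% with cell ATP level not reduced by more than half and red fluorescence within 50% of control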; note: strong numbers were not always called active
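Test system: HT1080 cells expressing an RFP-PRO-GFP fluorescent reporter construct / Compound dosing: single-point 20 µM compound, 1% DMSO / Schedule: cells overnight before dosing, compound overnight, 37 °C, 5% CO2 / Evaluation: GFP/RFP fluorescence ratio / Control set: DMSO and RFP-L50D-GFP cell wells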
Rin1-Abl PPI inh – inhibitors of human Rin1-Abl protein interaction | P00519+Q13671 | 360,000 compounds, 0.4% hits | TR-FRET Rin1/Abl binding, biochemical | inhibition, % at 7.35 µM; in the data active = inhibition above about 5%, passing the limit was not always enough
MLLE-PAM2 inh – blocks PAM2 peptide binding to the PABP1 MLLE domain; P11940; GST-MLLE / FITC-PAM2 fluorescence polarization; inhibition, % at 20 µM; 360,000 compounds, 0.36% hits; AID 588489; in the data active = inhibition above about 35%, passing the limit was not always enough;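 note: plate controls were DMSO wells with GST-MLLE for no effect and wells lacking GST-MLLE protein for full effect; some results filed as inactive read as strong as hits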
bovine MsrA act – activates bovine MsrA enzyme; purified bovine MsrA, absorbance read-out; activation, % at 10.6 µM; 360,000 compounds, 0.3% hits; in the data active = activation above about 7.5%;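 note: 0% = vehicle and 100% = reference activator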
eLon inh – E. coli protease La inhibition. 360,000 compounds, 0.42% hits. inhibition, % at 7.94 µM. purified E. coli Lon protease, fluorescence polarization; in the data active = inhibition above about 13%, passing the limit was not always enough;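 note: 0% = enzyme with probe and DMSO and 100% = no enzyme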
* = called active by the depositor; i = inactive; x = no result given. Compounds were not picked by outcome (roughly 3.7% active in at least one column).

SMILES | MsrA inhibitor | CSN deneddyl inh | FAS-TE inh | Rpn11 inh | MT1-MMP act inh | Rin1-Abl PPI inh | MLLE-PAM2 inh | bovine MsrA act | eLon inh
Cc1nc2cc(C(=O)N3CCN(C)CC3)ccc2n1C | 0.5 | -2 | -9 | i | -3 | 2 | -14 | -2 | 2
CCN(CC)CCN(C(=O)C1=COCCO1)c1nc2ccc(C)cc2s1 | 0.5 | -1 | -4 | i | 2 | 4 | 6 | -9 | -1
CCc1cccc(C)c1NC(=S)NCc1cccn1C | -0.2 | 0 | 7 | i | -2 | -4 | -14 | -3 | 2
S=C(NC1CCCCC1)N1CCc2[nH]c3ccccc3c2C1 | -1.5 | 2 | 3 | i | 0 | 0 | -133 | -3 | 2
O=C(NN=C1CCCC1)c1cccc(O)c1 | 1.1 | 2 | -4 | i | x | 0 | -7 | -9 | 14
CCS(=O)(=O)N1CCN(Cc2nc3ccccc3c(=O)[nH]2)CC1 | -0.7 | -2 | -8 | i | -1 | 1 | 5 | -9 | -1
COc1ccc(-n2nc(C(=O)NCC(=O)NCCc3ccc(OC)c(OC)c3)c3ccccc3c2=O)cc1 | 1.7 | 0 | 2 | i | 0 | 4 | 7 | -2 | -5
COc1cc(OC)cc(-c2cc3nc(C)c(CCC(=O)O)c(C)n3n2)c1 | -1.4 | -6 | -10 | i | 3 | 0 | 4 | -7 | -1
C#Cc1ccc([C@@H]2C=C(C(=O)NC3CC3)O[C@H](OCc3ccc(CO)cc3)C2)cc1 | 0.4 | -3 | -12 | i | 0 | 0 | 9 | -1 | 0
CNC(=O)CN(Cc1ccccc1)S(=O)(=O)c1ccc(Cl)cc1 | 0.1 | -1 | -7 | i | -1 | 1 | 6 | -1 | 4
O=C(COC(=O)C1CCN(S(=O)(=O)c2cccs2)CC1)Nc1ccccc1Br | 2.6 | 2 | 10 | i | 0 | 3 | 12 | 1 | -2
COc1ccc(CC(=O)O/N=C(\N)Cc2cccc3ccccc23)cc1 | -0.3 | 9 | -21 | i | 14 | -1 | -30 | 0 | -42
Cc1ccc(C(=O)NNC(=O)c2ccc(C)cc2)cc1 | 0.6 | -2 | -5 | i | 6 | -4 | 15 | -10 | -7
COc1ccc(N(CC(=O)Nc2cccc(C(C)=O)c2)S(=O)(=O)c2ccc(NC(C)=O)cc2)cc1 | 0.1 | -4 | 2 | i | 2 | -2 | 15 | -1 | 1
Cc1cc(/C=C2/SC(=O)N(CC(=O)N3CCCC3)C2=O)c(C)n1C | 0.1 | -4 | 1 | i | -1 | 0 | 5 | -3 | -2
O=C(c1cccc(-c2cncc3nccn23)c1)N1CCOCC1 | 0.2 | 2 | -7 | i | -1 | 0 | 15 | -4 | 10
CSc1ncccc1C(=O)OCC(=O)Nc1cc(C(F)(F)F)ccc1N1CCOCC1 | 0.4 | -3 | 33 | i | -12 | 0 | -9 | -1 | 0
CCCc1cc(=O)[nH]c2nnc(SCC(=O)N3CC(C)OC(C)C3)n12 (stereo not given) | -0.1 | -1 | -10 | i | 4 | 1 | 11 | -2 | -6
O=C(NNC(=S)Nc1ccccc1)Nc1ccccc1 | 1.5 | -7 | 1 | i | -1 | 0 | -17 | -5 | -13
COCC(C)n1c(C)cc(C(=O)Cn2c(=O)oc3ccccc32)c1C (stereo not given) | -1.1 | 1 | -3 | i | -1 | -1 | 9 | -2 | 0
CC1CCCCN1C(=O)c1ccccc1NC(=O)c1ccco1 (stereo not given) | 1.1 | 2 | -10 | i | -6 | 0 | 2 | -3 | -4
COc1ccc(Cc2nc(-c3ccccc3)no2)cc1 | -1.2 | 0 | 12 | i | 2 | 1 | -8 | 0 | 2
COc1cc(C2CC(=O)Oc3cc(OC)c(OC)c(OC)c32)cc(OC)c1OC (stereo not given) | 2.6 | 1 | -4 | i | 1 | -4 | -7 | -10 | -8
COc1ccccc1C(=O)NCCC(=O)N1CCCCC1 | -0.1 | 4 | -4 | i | 0 | 4 | -7 | -2 | -23
Cc1ccc(C(=O)N2CCC(Cc3ccccc3)CC2)cc1S(=O)(=O)N1CCOCC1 | -0.7 | 29 | 13 | i | -5 | 1 | 3 | 0 | -1

An excerpt from above in order of formula weight, rising.
SMILES | MsrA inhibitor | CSN deneddyl inh | FAS-TE inh | Rpn11 inh | MT1-MMP act inh | Rin1-Abl PPI inh | MLLE-PAM2 inh | bovine MsrA act | eLon inh
Cc1nc2cc(C(=O)N3CCN(C)CC3)ccc2n1C | 0.5 | -2 | -9 | i | -3 | 2 | -14 | -2 | 2
CCN(CC)CCN(C(=O)C1=COCCO1)c1nc2ccc(C)cc2s1 | 0.5 | -1 | -4 | i | 2 | 4 | 6 | -9 | -1
COc1ccc(N(CC(=O)Nc2cccc(C(C)=O)c2)S(=O)(=O)c2ccc(NC(C)=O)cc2)cc1 | 0.1 | -4 | 2 | i | 2 | -2 | 15 | -1 | 1

Following part
SMILES | MsrA inhibitor | CSN deneddyl inh | FAS-TE inh | Rpn11 inh | MT1-MMP act inh | Rin1-Abl PPI inh | MLLE-PAM2 inh | bovine MsrA act | eLon inh
Cc1nn(CC(=O)NC2CCCCC2)c(=O)c2cccn12 | -0.9 | 1 | -5 | i | 1 | 0 | -2 | -2 | 0
O=C(NCc1ccccc1)c1cc(S(=O)(=O)N2CCCCC2)ccc1N1CCOCC1 | -0.1 | -9 | -1 | i | 0 | 2 | -11 | -1 | -6
Cc1cc(-c2ccccc2)n(-c2ccc(C(=O)NC(C)C)cc2)n1 | -0.2 | 0 | -6 | i | 3 | 0 | -6 | -2 | -6
CC(C)c1nnc(SCC(=O)NCCC2=CCCCC2)n1N | -0.3 | -11 | -12 | i | 1 | -1 | 42* | -2 | 4
COc1ccccc1N1CCN(C(=O)CSc2nnnn2C2CC2)CC1 | -0.3 | -2 | -7 | i | -2 | -1 | 7 | -2 | -5
N#Cc1ccc(C(=O)OCC(=O)Nc2cccc(S(=O)(=O)N3CCCCC3)c2)cc1 | 0.3 | -2 | 16 | i | 3 | 5 | -19 | -2 | -6
O=C(NCCCN1CCc2ccccc2C1)C1CCN(S(=O)(=O)N2CCC3(CC2)OCCO3)CC1 | 1.4 | -4 | -5 | i | -1 | 3 | -2 | -4 | -4
Cc1ccc(C(C)C)c(OCC(=O)Nc2ccc3c(c2)nc(CCN2CCCCC2)n3C)c1 | 0.0 | -1 | -1 | i | -3 | 3 | -12 | -1 | -8
O=C(Nc1cc(F)ccc1F)C1CCCO1 (stereo not given) | -0.6 | 3 | -9 | i | 6 | 3 | 9 | 1 | 6
CC(=O)Nc1ccc(S(=O)(=O)NC2=C(N3CCN(C)CC3)C(=O)c3ccccc3C2=O)cc1 | 2.0 | 4 | -6 | i | 6 | -4 | 15 | 26* | 8
COc1cccc(NS(=O)(=O)c2ccc3c(c2)CCN3C(C)=O)c1 | 0.0 | 3 | 0 | i | -6 | 4 | -2 | 3 | -2
CCOC(=O)c1cccc(Nc2nc(-c3cccnc3)nc3ccccc23)c1 | 1.5 | 3 | 8 | i | -21 | 3 | -19 | -1 | -12
O=C(NCc1ccco1)c1cc(-c2ccccc2)on1 | 0.1 | 2 | -5 | i | 9 | 2 | -9 | 1 | 1
Cc1nnc(SCC(=O)Nc2c(C)n(C)n(-c3ccccc3)c2=O)n1Cc1ccccc1 | 0.1 | 1 | -3 | i | 1 | 1 | -11 | 0 | 2
CCN(CC)c1ccc(NS(=O)(=O)c2ccc3c(c2)oc(=O)n3C)c(C)c1 | 0.8 | -5 | 2 | i | -5 | 0 | -2 | -2 | 1
COc1cc(CNCc2ccccn2)ccc1OCc1ccc(Cl)cc1 | -0.3 | -5 | -2 | i | 0 | 3 | 11 | -2 | -5
Cc1ccc(C(=O)CCC(=O)Nc2cccc(C(F)(F)F)c2)cc1 | 0.7 | -5 | 4 | i | 10 | 3 | 2 | 1 | -6
CC(=NNC1=NCCN1)c1cn(C2=NCCN2)nc1C | 1.2 | 1 | -7 | i | 3 | 2 | 8 | -8 | -5
Cc1ccccc1OCC(=O)Nc1ccncc1 | 0.1 | -2 | -3 | i | -2 | 3 | 7 | -5 | -4
CCOC(=O)c1c(C)[nH]c(C)c1C(=O)CSc1ncccn1 | x | 1 | -1 | i | -3 | -7 | 1 | 0 | 2
C=CCOc1ccccc1CN1CCCN(C)CC1 | 1.3 | 1 | -6 | i | 2 | 3 | 10 | -1 | -2
COc1cccc(NC(=O)CSc2nccn2-c2cccc(OC)c2)c1 | 1.1 | 1 | -2 | i | 3 | 3 | 11 | -4 | -13
COc1cc2c(cc1OC)CN(S(=O)(=O)c1cccc(F)c1)CC2 | -0.7 | -3 | 2 | i | 1 | 0 | -4 | -2 | 6
Cc1cccc(NC(=O)c2ccccc2NC(=O)C(C)(C)C)n1 | -0.8 | 4 | -14 | i | -14 | 0 | 4 | -10 | -1
Cc1cccc(NC(=O)c2ccc(Cl)c(S(=O)(=O)N3CCCCCC3)c2)n1 | 0.6 | -4 | 24 | i | -1 | 0 | 1 | 0 | 0
Other entries.
SMILES | MsrA inhibitor | CSN deneddyl inh | FAS-TE inh | Rpn11 inh | MT1-MMP act inh | Rin1-Abl PPI inh | MLLE-PAM2 inh | bovine MsrA act | eLon inh
CCCCCN1C2=NCCN2c2ccccc21 | 0.5 | -1 | -3 | i | -2 | 0 | 5 | -1 | 8
CCCCCCN1C[C@@H](O)[C@H](n2cc(C3CC3)nn2)C[C@@H]1c1ccc(OC)cc1 | 1.2 | 4 | -4 | i | -1 | 0 | 9 | -4 | -11
COc1ccc(OC)c(Nc2nc(-c3cccs3)cs2)c1 | 1.6 | 12 | 36 | i | -19 | 2 | -16 | -2 | 8
Cc1ccccc1CSc1nn2c(=O)c(C)nnc2s1 | 2.1 | -4 | -2 | i | 2 | -2 | -8 | -3 | 5
O=C(CCCn1c(=O)oc2ccccc21)Nc1cccnc1 | -0.2 | -2 | -4 | i | 0 | -1 | 2 | -3 | 1
CNC(=S)N1N=C(c2ccc(C)cc2)CC1c1cc(OC)ccc1OC (stereo not given) | 2.8 | -1 | 24 | i | -5 | 1 | -14 | -9 | 2
CC(OC(=O)CCC(=O)c1ccc(F)cc1)C(=O)NC1CCCCC1C (stereo not given) | -0.7 | 1 | 0 | i | 0 | 1 | 1 | -4 | -4
CCOC(=O)C1CC(=O)c2cc(OC)c(OC)cc2C1 (stereo not given) | 0.9 | -3 | -5 | i | 1 | 0 | 8 | -1 | -8
Nc1nonc1C(=O)N/N=C/c1cc2c(cc1Br)OCO2 | 3.5 | 1 | -9 | i | 1 | -3 | -11 | -2 | 0
Cc1ccc(CN2CCN(Cc3ccc4cc(F)ccc4n3)CC2CCO)o1 (stereo not given) | -1.6 | 0 | -4 | i | -2 | -2 | 4 | -3 | -11
CCC(NC(=O)c1cc(COc2ccc(Cl)cc2OC)on1)c1ccncc1 (stereo not given) | 0.5 | 1 | -2 | i | -3 | -1 | -4 | -1 | -20
S=c1[nH]nc(-c2ccc(Br)o2)n1Cc1ccccc1 | x | 1 | -4 | i | 8 | 1 | 10 | -6 | 0
COc1cc(NC(=O)c2cccc3c2C(=O)N(C2CCCCC2)C3)cc(OC)c1OC | -0.4 | 0 | 23 | i | -5 | -4 | -6 | -8 | 4
COc1cc(OC)c2ccc(=O)oc2c1C(CCN1CCCC1)c1ccc2c(c1)OCO2 (stereo not given) | 0.0 | 0 | 43 | i | 0 | 0 | -3 | -4 | 5
Cc1ccc(OCC(=O)NC2CCCC(C)C2C)c([N+](=O)[O-])n1 (stereo not given) | 1.1 | 2 | 4 | i | 4 | 0 | -19 | -2 | -8
